# Lipid storage S3 = qHTS Assay for Lipid Storage Modulators in Drosophila S3 Cells. Drosophila S3 cells, BODIPY lipid droplet fluorescence, 18-24 h; cells fed with added oleic acid. lipid storage change, negative = inhibition, % at the top dose, mostly 46.1 µM; hits show Potency in µM. hit rate 0.64% among 320,000; active = well fitted inhibition curve with a large enough effect in the signal ratio, with a control signal flat, not every such curve was filed as active; inconclusive = small, poorly fitted or top-dose-only effect, or effect the other way, or a change in a side signal; the % refers to the signal ratio
#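 Drosophila S3 cells got compounds at several concentrations plus oleic acid (400 uM solution). Laser-scanning cytometry with 488 nm excitation read lipid droplets at 500-530 nm and cells at 575-640 nm. Percent activity was relative to 20 uM Triacsin C.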
# Lipid storage S3 cell count max = also measured in Lipid storage S3; calls as there; cell number change, %; measured here: cell count max response;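 cells counted by Cell Tracker Red CMTPX staining in the red channel; peak over a dose series mostly up to 46.1 µM; percent activity relative to internal control wells on each plate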
# * = called active by the depositor; i = inactive; ? = inconclusive; . = no result given; [ ] = remark or other dose. % is set by controls: 0 for no effect and ±100 for the full control effect; potency is the fitted concentration of half-maximal effect. These rows are one share of the data; count on the stated rates, not on these rows.
# The line under a structure holds: Lipid storage S3 cell count max	Lipid storage S3
> COc1cc2c(cc1OC)CN(CC(=O)NC(=O)NCc1ccccc1)CC2
 : .	?
> CCOC(=O)c1c(NC(=O)CN2C(=O)NC3(CCCCC3C)C2=O)sc(C)c1C (stereo not given)
 : -4.5	1.6%
> CCC(C(=O)NCc1ccco1)N(C(=O)CNS(=O)(=O)c1ccc(C)cc1)c1ccccc1OC (stereo not given)
 : -11.8	6.8%
> CCOC(=O)N1CCN(CCC(=O)c2ccc(Br)cc2)CC1
 : .	?
> O=C(C1CCCCCC1)N1CC[C@@H](N2CCC(O)CC2)[C@H](O)C1
 : .	?
> COCCCn1c(SCC(=O)N2CCCCC2C)nnc1-c1ccco1 (stereo not given)
 : 10.7	12.0%
> Cc1cccc(C)c1OCc1nnc(SCC(=O)Nc2ccccc2F)o1
 : -7.4	29.6%
> CC(=O)N1CCc2cc(S(=O)(=O)NCCC(=O)Nc3cc(C)cc(C)c3)ccc21
 : .	i
> CCN(Cc1ccncc1)Cc1cn(C)nc1-c1ccc(Oc2ccccc2)cc1
 : .	?
> COC(=O)N(C)CCCC1(C)C(=O)N(C)c2ccc(O)cc21 (stereo not given)
 : .	?
> COc1ccc(N2C(=O)c3ccc(C(=O)Nc4ccccc4O)cc3C2=O)cc1
 : .	?
> CCC(C)(C)n1nnnc1CN1CCc2ccccc21
 : .	?
> CN(C)S(=O)(=O)c1cccc(NC(=S)Nc2ccc(Cl)cc2Cl)c1
 : .	?
> COc1ccccc1/C=C/C(=O)NC(=S)Nc1ccc(S(=O)(=O)N(C)c2ccccc2)cc1
 : 0.6	22.6%
> COc1ccc(CNC(=O)[C@@H](NC(=O)C2CCN(S(=O)(=O)c3ccc(C)cc3)CC2)C(C)C)cc1OC
 : .	?
> CCCC(C)c1nnc(NC(=O)C2CC(=O)N(c3ccc(OCC)cc3)C2)s1 (stereo not given)
 : .	?
> CCN(CC)CCOC(=O)c1ccc(NC(=O)COc2cc(=O)n(CC)c3ccccc23)cc1
 : .	?
> CCCCSCCCNC(=S)Nc1ccccc1C
 : -6.2	4.0%
> CC(CCc1ccccc1)NCC(O)c1ccc(O)c(C(N)=O)c1 (stereo not given)
 : -0.6	0.7%
> CCOc1cccc(CNc2nnnn2C)c1
 : .	?
> COc1ccc(O)c(/C=N/Nc2nc3ccccc3[nH]2)c1
 : .	?
> NC(=O)C1CCN(CC(=O)Nc2ccccc2Sc2ccc(Cl)cc2)CC1
 : 14.7	0.2%
> Nc1nc(CN2CCOCC2)cs1
 : 11.7	i
> CCNC(=O)CCC(=O)Nc1cc(Cl)ccc1C
 : .	?
> CC[C@@H](C)CN1C(=O)N[C@@H](CCc2ccccc2)C(C(C)=O)=C1C
 : 12.9	-0.1%
> Cc1cc(O)c(C(C)C)cc1NC1=NS(=O)(=O)c2ccccc21
 : -1.3	-22.4%
> CC1CN(S(=O)(=O)c2ccc(C(=O)Nc3nnc(-c4ccc5c(c4)CCCC5)o3)cc2)CC(C)O1 (stereo not given)
 : .	?
> O=S(=O)(c1ccc(Br)c2ccccc12)N1CCOCC1
 : .	?
> Cc1cccc(OCC(=O)N(Cc2ccc(F)cc2)C2CCS(=O)(=O)C2)c1C (stereo not given)
 : .	?
> CCCCc1noc(-c2c(-c3ccccc3Cl)noc2C)n1
 : -13.5	1.1%
> O=C1NC(c2ccc(Cl)cc2)Oc2ccccc21 (stereo not given)
 : 4.9	i
> Cn1cc(/C=N/NC(=O)c2ccccc2O)c2ccccc21
 : .	?
> Cc1ccc(CNC(=O)C23CN(Cc4ccccc4)CC2C(c2cccc([N+](=O)[O-])c2)=NO3)cc1 (stereo not given)
 : .	i
> Cc1ccc(C(=O)C2=C(O)C(=O)N(CCN3CCOCC3)C2c2ccccn2)o1 (stereo not given)
 : .	?
> C=CCNC(=O)c1onc(CSc2ccc(C(C)C)cc2)c1C(=O)O
 : -13.3	-0.8%
> O=C1CCCCc2sc(Br)c([N+](=O)[O-])c2N1
 : .	?
> CSc1nsc(SCc2ccc(F)cc2)n1
 : .	?
> O=C(N/N=C/C=C/c1ccccc1)C1CC1c1ccccc1 (stereo not given)
 : 6.0	4.9%
> CCCCOc1cccc(C(=O)NC(=S)Nc2cccc(NC(=O)c3ccccc3Cl)c2)c1
 : .	?
> CCCCNS(=O)(=O)c1ccc2nc(SCC(=O)Nc3ccccc3Cl)[nH]c2c1
 : -7.5	-11.9%
> COc1ccccc1N/C(N)=N/c1nc(C)cc(C)n1
 : 23.5	11.4%
> Cc1noc2ncnc(Oc3ccc(C(C)(C)C)cc3)c12
 : -1.2	5.5%[9.22 µM]
> CCOC(=O)C1=C(C)NC(=S)N(C=O)C1c1ccccc1 (stereo not given)
 : .	?
> Cc1cc(C)c(S(=O)(=O)NC2CC3CCC2C3)c(C)c1 (stereo not given)
 : .	?
> COCCC(=O)NNS(=O)(=O)c1ccc(Cl)cc1
 : .	-0.6%
> CC(C)C(=O)N(Cc1cc2ccccc2[nH]c1=O)C(C)C
 : .	?
> Cc1c(NC(N)=O)c(=O)n(-c2ccccc2)n1C
 : -0.5	-2.3%
> CSc1ccc(CCNC(=O)CCc2nnc3ccc(N4CCC5(CC4)OCCO5)nn23)cc1
 : .	?
> CC1CN(Cc2ccccc2)C(C)CC1O (stereo not given)
 : 13.3	4.3%
> Cc1ccc2cccc(OCc3ccc(Br)cc3)c2n1
 : .	?
> CC(C)(CNC(=O)c1cccs1)CNC(=O)c1cccs1
 : 1.8	22.0%
> O=C(CCCN1C(=O)c2ccccc2C1=O)Nc1c(C(=O)C2CC2)oc2ccccc12
 : 2.6	4.9%
> CCN(C(=O)COC(=O)c1cc(=O)c2ccccc2o1)c1c(N)n(Cc2ccccc2)c(=O)[nH]c1=O
 : .	-18.7%
> O=C(CCCn1c(=O)c2sccc2n(CC(=O)NCc2ccco2)c1=O)NCc1ccco1
 : .	?
> COC(=O)c1ccc(CSc2nc3ccccc3c(=O)n2N)cc1
 : -1.8	i
> CN1CCc2c(sc3c2C(=O)NC(/C=C\c2ccccc2)N3)C1 (stereo not given)
 : .	?
> CSc1ccccc1C(=O)Nc1cc(C)ccc1C
 : -14.3	24.7%
> CC(/C=C/c1ccccc1)=N/NC(=O)Cn1nnc(N)n1
 : 16.7	4.1%
> NC1=NS(=O)(=O)NC1c1cccc(Cl)c1 (stereo not given)
 : 8.7	-3.8%
> CCC(C(=O)NC(C)(C)C)N(C(=O)c1ccc(Cl)nc1)C1CCCC1 (stereo not given)
 : -25.1	0.0%

# Additional compounds.
# The line under a structure holds: Lipid storage S3 cell count max	Lipid storage S3
> CCOc1ccccc1C(=O)NCC(=O)NNC(=O)c1cccc(S(=O)(=O)Nc2ccc(OC)cc2)c1
 : .	?
> COc1ccc(S(=O)(=O)N2CCCCCC2)cc1C(=O)N(C)CCOc1ccc(Cl)cc1
 : .	?
> Cc1cn2c(=O)c(C(=O)N3CCN(c4ccccc4F)CC3)cnc2s1
 : .	20.2%
> Cc1ccc2c(c1)nnn2C1CCN(C(=O)C2CCCCC2)CC1
 : .	?
> NC(=O)c1sc2cc(C(F)(F)F)cnc2c1-c1cccs1
 : .	?
> CC(=O)Nc1ccc(N=Cc2c(O)ccc3ccccc23)cc1
 : .	?
> CC1=NN(C(C#N)c2ccccc2)C(c2ccccc2)C1 (stereo not given)
 : .	?
> COc1ccc(C2C3=C(Nc4ncnn42)c2ccccc2CC3)cc1OC (stereo not given)
 : .	?
> Cc1ccc(N(CC(=O)Nc2ccc(Br)c(C)c2)S(=O)(=O)c2c(C)[nH]c(=O)[nH]c2=O)cc1
 : .	7.1%
> O=C(CN1CCc2ccccc2C1)c1cccs1
 : .	?
> COc1cc(/C=N/NC(=O)COc2c(C)cc([N+](=O)[O-])cc2C)ccc1OC(=O)c1ccccc1Br
 : .	?
> O=C1C2CCCCN2C(=O)N1CCN1CCN(c2ccc([N+](=O)[O-])cc2)CC1 (stereo not given)
 : .	?
> O=c1cc(CN2CCC3(CC2)OCCO3)c2c(ccc3ccccc32)o1
 : .	i
> O=S(=O)(Nc1ccc2nc(N3CCOCC3)sc2c1)c1ccccc1
 : .	?
> N#Cc1cc2c(nc1SCc1nc3ccccc3[nH]1)CCC2
 : .	?
> CCCc1ccc2oc(C(=O)NCCN3CCCC(C(N)=O)C3)c(C)c2c1 (stereo not given)
 : 6.2	i
> Cc1ccc(C(=O)OC(C)CN2CCOCC2)cc1 (stereo not given)
 : -17.2	0.1%
> Cc1nnc(SCC(=O)NC2CCCC2)n1-c1ccccc1
 : .	?
> COc1ccccc1CNc1ccc2nnc(CCNC(=O)c3ccc(C)cc3)n2n1
 : .	?
> CCC(=O)Nc1c(C)c(CC)nc2ccccc12
 : .	?
> COc1cc(C=O)ccc1OCCCOc1ccccc1C(=O)O
 : 3.8	3.4%
> O=C(CCCN1C(=O)C(c2ccccc2)Oc2cccnc21)NCc1ccccc1Cl (stereo not given)
 : .	?
> COc1ccc(-c2c(C)nn(Cc3ccccc3)c2N)cc1
 : .	?
> CCc1nc(SCc2ccccc2C)n[nH]1
 : 11.1	-12.4%
> CCCN(CCC)CCCNC(=O)c1cn(CC)c2ccc(S(=O)(=O)N(C)C3CCCCC3)cc2c1=O
 : -2.8	-17.8%
> O=C(Nc1nc(-c2ccccn2)cs1)c1ccc(Br)s1
 : .	?
> O=C(CSc1nc2[nH]c(=O)cc(O)c2s1)NCCc1ccccc1
 : .	?
> CC(C)NC(=O)CN(C(=O)CCC(=O)Nc1ccccn1)c1ccc(F)c(Cl)c1
 : .	?
> CCCCC(=O)C1CCN(Cc2ccccc2)CC1
 : 5.6	-0.1%
> O=C1C2C(C(=O)N1/N=C/c1ccc(N3CCCCC3)o1)C1C=CC2C12CC2 (stereo not given)
 : 0.4	-28.5%
> CCC(C)NS(=O)(=O)c1ccc(NC(C)=O)cc1 (stereo not given)
 : 8.9	-0.9%
> Cc1ccc(N(CC(O)CON=C2c3ccccc3-c3ccccc32)S(C)(=O)=O)cc1 (stereo not given)
 : .	?
> COc1cccc(CSc2nccn2C)c1
 : 13.0	i
> CCOC(=O)C1=C(C)N(CCCCCC(=O)O)C(=O)NC1c1ccccc1Cl (stereo not given)
 : .	-14.9%
> c1csc(CNCc2ccncc2)c1
 : 20.0	1.0%
> O=C(Nc1nccs1)c1ccc2c(c1)OCO2
 : .	?
> COCCNC(=O)/C(C#N)=c1\s/c(=C\c2ccccc2OC(F)F)c(=O)n1Cc1ccccc1
 : 1.5	9.8%
> CN(C)CCNc1c2c(nc3ccccc13)CCC2
 : .	i
> O=C(NC1CCCCC1)C(c1ccncc1)N(C(=O)c1csnn1)c1cccc(F)c1 (stereo not given)
 : .	?
> C=CCn1c(COc2ccc(F)cc2)nnc1SCC(=O)Nc1cccc(S(N)(=O)=O)c1
 : .	?
> Cc1onc(-c2c(F)cccc2Cl)c1C(=O)N1CCSCC1
 : -0.6	14.0%
> NC(=O)CC(NC(=O)c1ccc(Br)cc1)c1ccc(NCc2ccc(F)cc2)c([N+](=O)[O-])c1 (stereo not given)
 : 0.7	14.7%
> O=C(NCC1CCCN1S(=O)(=O)c1cccs1)c1c(F)cccc1F (stereo not given)
 : .	?
> COc1ccc(CN2CCc3cc(OC)c(OC)cc3C2)cc1O
 : 1.6	1.9%
> CCNc1nc(NC(C)C)nc(N(C#N)Cc2ccccc2)n1
 : .	?
> Cc1ccc(C)c(S(=O)(=O)N2CCN(CC(=O)Nc3ccc4c(c3)OCCO4)CC2)c1
 : .	?
> Cc1ccc(NC(=O)CSc2nnc(C3CCCCC3)n2N)cc1F
 : -28.6	9.4%
> CCOc1ccc2nc(NC(=O)Cc3cccs3)sc2c1
 : 16.5	i
> N#Cc1c(Cl)nc(-c2ccncc2)nc1-c1ccccc1
 : .	?
> Cc1cc(C(=O)NC2CCCCC2)on1
 : 2.3	-15.6%
> O=C(Cc1ccccc1[N+](=O)[O-])NC1CC2CCC1C2 (stereo not given)
 : .	?
> COCCN(C(=S)Nc1ccc(C)cc1)C(C)c1ccco1 (stereo not given)
 : -10.2	-1.7%
> S=c1[nH]c2ccccc2n2cccc12
 : .	?
> c1ccc2c(c1)CCN(C1=Nc3cccc4cccc1c34)C2
 : .	?
> O=C(Nc1cccc(S(=O)(=O)N2CCOCC2)c1)c1cn(-c2ccccc2)nc1-c1ccccc1
 : .	?
> COc1ccc(CN2CC(C(=O)NCCCN3CCOCC3)CC2=O)cc1 (stereo not given)
 : 9.3	-0.3%
> CC(=O)c1cccc(CN2CCN(CC(C)C)C(CCO)C2)c1 (stereo not given)
 : 10.9	-5.4%
> CN(CC(=O)Nc1ccccc1Br)C(=O)CNC(=O)c1ccco1
 : 14.0	1.3%
> COc1ccc(C(=O)NC(C)(C)C)cc1S(=O)(=O)N1CCCC1
 : .	?
> COc1ccc(N(C(=O)c2ccco2)S(=O)(=O)c2cc(Cl)c(Cl)cc2Cl)cc1
 : .	?
> Cc1ccc2c(C(=O)CSc3ccccc3)c(C)[nH]c2c1
 : -8.0	7.5%
> O=C(CSC1=NS(=O)(=O)c2ccccc2N1)Nc1cccc(F)c1
 : .	?
> COc1ccc(S(=O)Cc2ccc(C(=O)N3CCN(C(=O)c4ccco4)CC3)o2)cc1 (stereo not given)
 : .	?

# Compound activity as filed in PubChem.
